USP2a block = USP2a (human) protease inhibition. O75604. USP2 core, Ub-CHOP2 coupled fluorogenic reporter, 485/531. Potency, µM (titrated, usually from 38.3 µM), inactives show at the top dose activity change, negative = inhibition, actives largely listed as inhibitors. actives 0.01% (n = 330,000). AID 463254;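 further: potency means the concentration at half of the fitted maximal effect; plate controls were DMSO wells for no effect and full inhibition by NEM control for full effect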
Target sequence (O75604 whole entry, looked up): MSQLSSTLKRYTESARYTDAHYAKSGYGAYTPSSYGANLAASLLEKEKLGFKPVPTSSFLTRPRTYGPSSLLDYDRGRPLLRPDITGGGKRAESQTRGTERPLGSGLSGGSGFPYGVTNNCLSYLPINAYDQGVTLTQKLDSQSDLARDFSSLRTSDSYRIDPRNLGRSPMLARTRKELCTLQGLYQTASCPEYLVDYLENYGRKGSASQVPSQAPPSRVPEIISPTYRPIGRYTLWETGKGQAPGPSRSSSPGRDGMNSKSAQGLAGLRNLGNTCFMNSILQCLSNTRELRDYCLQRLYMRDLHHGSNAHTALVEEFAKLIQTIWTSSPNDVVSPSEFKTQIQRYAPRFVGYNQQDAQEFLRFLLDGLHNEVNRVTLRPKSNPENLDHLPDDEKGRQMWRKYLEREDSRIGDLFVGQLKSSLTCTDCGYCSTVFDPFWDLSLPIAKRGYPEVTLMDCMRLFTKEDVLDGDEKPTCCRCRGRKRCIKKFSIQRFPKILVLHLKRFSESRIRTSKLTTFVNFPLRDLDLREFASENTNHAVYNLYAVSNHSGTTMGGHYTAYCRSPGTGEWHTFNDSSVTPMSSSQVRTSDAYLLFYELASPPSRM
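Cell-free coupled assay: 10nM USP2 core preincubated 30min RT with compound in Tris-HCl pH 8.0/CaCl2/CHAPS buffer, then 25nM Ub-CHOP2 and 25nM reporter substrate; fluorescence (Ex 485/Em 531) read after 60min RT, normalized to NEM inhibition, concentration-response curves fitted.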
uPA generation = cell surface uPA generation inhibition. cell surface uPA generation assay, qHTS. actives 0.31% (n = 330,000). Potency, µM (top dose mostly 38.3 µM), for the others: at the highest dose activity change, negative = inhibition, usual class: inhibitors; active means well fitted inhibition curve with a large enough effect; inconclusive means small, poorly fitted or top-dose-only effect; inactive means no such curve, though single readings can be large or run the other way; tested in mouse RAW 264.7 cells; further: potency means the concentration at half of the fitted maximal effect; nearly all actives have a fitted effect of over 55% in size
Eya2 inh = blocks the phosphatase activity of human Eya2; O00167; recombinant Eya2, OMFP fluorescence dephosphorylation (OMFP is methylfluorescein phosphate); Potency, µM (doses to about 76.9 µM), inactives show top-dose activity, negative = inhibition, most hits filed as inhibitors; actives 0.006% (n = 330,000); AID 488837; further: potency means the concentration at half of the fitted maximal effect
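Eya2 (0.2 uM) preincubated 10 min at ambient with compound, then OMFP substrate added at 50 uM; 10 min reaction in 50 mM HEPES pH 7.5, 50 mM NaCl, 5 uM MgCl2, 0.05% BSA, 1 mM DTT. Fluorescence read at Ex 485/Em 525 nm.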
B2AR arrestin = agonists driving beta-arrestin recruitment to human beta2-adrenergic receptor; P07550; beta-arrestin recruitment to beta2AR, cell-based reporter; Potency, µM (series often up to 46.1 µM), for inactives: at the top dose activation, usual class: activators; actives 0.02% (n = 330,000); AID 492947;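 further: potency means the concentration at half of the fitted maximal effect; 0% = DMSO controls and full agonism = EC100 isoproterenol or metaproterenol; nearly all actives have a fitted effect of over 65% in size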
Chronic BCR inh = inhibitors of chronic active B-cell receptor signaling. ABC-DLBCL IkBa-CBG/CBR reporter, luminescence ratio, 4 h. Potency, µM (titrated, usually from 46.1 µM), for the others: at the highest dose ratio change, negative = lower green/red ratio, most hits filed as inhibitors. actives 0.05% (n = 340,000); active means well fitted inhibition curve with a large enough effect in the signal ratio, with a control signal flat, not every such curve was filed as active; inconclusive means small, poorly fitted or top-dose-only effect, or effect the other way, or a change in a side signal; the % refers to the signal ratio;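 further: potency means the concentration at half of the fitted maximal effect; plate controls were basal doxycycline-induced cells for no effect and cells given 10 µM MG132 for full effect; MG132 reads +100%, hits lower the ratio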
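Concentration-response series (up to 46 uM) were applied to TMD8 dual-reporter cells for 4 h at 37C with doxycycline. Green/red ratio, after filter-overlap correction, defined %Activity; red signal alone was normalised to basal cells and zero luminescence.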
Coupling enz = counter-screen for Giardia aldolase inhibitors: coupling enzyme system | AID 2472 | coupling enzyme system counterscreen, AmpLite Red fluorescence | actives 0.67% (n = 290,000) | activity change, negative = inhibition, % at 58.2 µM, hits read low; in the data active means activity change below about -30%
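Final compound at 57.5 uM, incubated 10 min at RT with coupling enzyme reagent (glyceraldehyde-3-phosphate), then 20 min with substrate and AmpLite Red detection. Fluorescence read at 525/598 nm; tests interference with the coupling assay, not aldolase inhibition.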
KCNH2 WT inh = blocks the wildtype human KCNH2 potassium channel; Q12809; U2OS, BacMam KCNH2, thallium flux FluxOr; stronger effect = lower value; activity change, % at 1.84 µM; actives 0.37% (n = 340,000); AID 720551;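 active means maximum activity change below -70%; inconclusive means maximum activity change between -70% and -50%; inactive means maximum activity change above -50%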
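U2OS cells were transduced with wild-type KCNH2 virus (2.03 x 10^8 / mL) for 4 h at room temperature, then cultured overnight at 37 C. Thallium flux was read with FluxOr dye. Rate constants were normalized to DMSO controls.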
GALK inh = inhibitors of human galactokinase; Purified GALK, Kinase-Glo residual ATP luminescence; P51570; actives 0.007% (n = 270,000); Potency, µM (top dose mostly 57.5 µM), for the others: at the top dose activity change, negative = inhibition, usual class: inhibitors; further: potency means the concentration at half of the fitted maximal effect
Target sequence (P51570 whole entry, looked up): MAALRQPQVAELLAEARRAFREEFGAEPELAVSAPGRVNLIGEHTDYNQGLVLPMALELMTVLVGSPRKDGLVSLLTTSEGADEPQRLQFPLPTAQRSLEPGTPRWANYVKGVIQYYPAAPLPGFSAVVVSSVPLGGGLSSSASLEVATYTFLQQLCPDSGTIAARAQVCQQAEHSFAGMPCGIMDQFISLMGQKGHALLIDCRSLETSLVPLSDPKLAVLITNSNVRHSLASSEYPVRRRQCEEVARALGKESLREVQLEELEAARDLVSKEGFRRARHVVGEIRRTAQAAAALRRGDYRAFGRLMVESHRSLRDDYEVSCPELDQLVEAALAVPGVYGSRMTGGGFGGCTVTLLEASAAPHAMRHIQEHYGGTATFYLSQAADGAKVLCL
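The enzyme phosphorylates galactose (100 uM) using ATP (35 uM); inhibition is detected as higher residual ATP, quantified by bioluminescence after 1 h reaction at room temperature, pH 8.0.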
KCNH2 3.1 block = KCNH2 3.1 (human) potassium channel inhibition | U2OS KCNH2 3.1, thallium flux FluxOr; stronger effect = lower value | activity change, % (tested at about 1.8 µM) | actives 0.95% (n = 340,000);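 active means maximum activity change below -70%; inconclusive means maximum activity change from -70% to -50%; inactive means maximum activity change above -50%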;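 further: thallium influx rate constant from kinetic fluorescence after stimulation buffer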
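Channel expression came from 3.1 mutant virus (1.77 x 10^8 /mL) applied to suspended U2OS cells for 4 h. Flux was tracked with FluxOr dye plus Red40 quencher, and kinetic rate constants normalized to controls.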
Giardia killer = Giardia lamblia killing; actives 0.15% (n = 340,000); Giardia lamblia trophozoite viability; activity change, % at 7.66 µM, hits read low; AID 540267; in the data active means activity change below about -80%; inconclusive means between about -30% and that limit;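 further: parasites exposed to compound for two days anaerobically before the ATP read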
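Giardia trophozoites, 100 cells per well, were exposed to compounds for 48 hrs at 37 deg C under anaerobic conditions; viability was then read as ATP content by bioluminescence after 15-30 min at room temperature.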
PKM2 activator = activators of human pyruvate kinase M2 | purified PKM2, Kinase-Glo ATP luminescence, activation; response scale: 0% is enzyme alone, no compound | Potency, µM (doses to about 57.5 µM), inactives show at the highest dose activation, usual class: activators | actives 0.34% (n = 260,000) | AID 1631 | P14618; further: potency means the concentration at half of the fitted maximal effect; nearly all actives have a fitted effect of over 55% in size
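ATP formation by purified human PK-M2, quantified via coupled luciferase luminescence after 1 h at room temperature with 0.1 mM ADP and 0.5 mM PEP final.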
Active calls of the source: *. Unless noted, the call rests on the fitted dose curve; in most records, active means well fitted curve in the direction sought with a large enough effect; inconclusive means small, poorly fitted or top-dose-only effect, or another doubt; inactive means no such curve, though single readings can be large; an effect the other way counts as inactive or inconclusive. Unless noted, on the % scale 0 is the no-effect control and ±100 the full control effect.

How did O=C(Cn1cnc2ccccc2c1=O)NCCC(=O)N1CCN(c2ccccc2)CC1 do in these assays?
USP2a block: -0.1%; Eya2 inh: 22.1%; B2AR arrestin: 0.2%; Chronic BCR inh: -1.8%; Coupling enz: 0.6; KCNH2 WT inh: -22.1; GALK inh: -1.8%; KCNH2 3.1 block: -7.0; Giardia killer: -6.5; PKM2 activator: -17.3%

What do the screens show for `O=C(CCCc1c[nH]c2ccccc12)NCc1ccccc1F`?
USP2a block: -1.3%; uPA generation: 2.2%; Eya2 inh: 11.7%; B2AR arrestin: -0.5%; Chronic BCR inh: inconclusive; Coupling enz: -1.6; KCNH2 WT inh: -0.3; GALK inh: -4.1%; KCNH2 3.1 block: 0.0; Giardia killer: -9.6; PKM2 activator: -0.7%

What do the screens show for `Fc1ccccc1/C=N/Nc1nn[nH]n1`?
USP2a block: -1.1%; uPA generation: -1.0%; Eya2 inh: 2.5%; B2AR arrestin: 0.2%; Chronic BCR inh: -1.6%; Coupling enz: 5.1; KCNH2 WT inh: -4.7; GALK inh: 0.6%; KCNH2 3.1 block: 21.6; Giardia killer: 3.8; PKM2 activator: 6.2%

How did NC(=S)Nc1cc(Cl)cc(Cl)c1 do in these assays?
USP2a block: -1.4%; uPA generation: -12.4%; Eya2 inh: -2.6%; B2AR arrestin: -0.2%; Chronic BCR inh: inconclusive; Coupling enz: -0.9; KCNH2 WT inh: 1.4; GALK inh: -3.7%; KCNH2 3.1 block: 2.5; Giardia killer: 6.5; PKM2 activator: 3.1%

How did COc1ccc(N2CCN(C(=O)c3ccc(N(C)S(=O)(=O)c4ccc(OC)cc4)cc3)CC2)cc1 do in these assays?
USP2a block: 0.8%; uPA generation: -4.5%; Eya2 inh: -0.2%; B2AR arrestin: -0.8%; Chronic BCR inh: 12.8%; Coupling enz: -1.9; KCNH2 WT inh: 11.2; GALK inh: 2.4%; KCNH2 3.1 block: -1.7; Giardia killer: -14.0; PKM2 activator: -3.3%

Results for CCn1nnc2cc(C(=O)Nc3ccc(C(=O)OC(C)C)cc3)ccc21 ?
USP2a block: 0.3%; uPA generation: -6.3%; Eya2 inh: -22.8%; B2AR arrestin: -0.5%; Chronic BCR inh: -0.3%; KCNH2 WT inh: 0.6; KCNH2 3.1 block: 5.9; Giardia killer: 10.5

Results for Cc1nc(CSc2nnc(N)s2)cs1 ?
USP2a block: 1.7%; uPA generation: 4.3%; Eya2 inh: 1.7%; B2AR arrestin: 0.0%; Chronic BCR inh: inconclusive; Coupling enz: 2.4; KCNH2 WT inh: 2.1; GALK inh: -0.4%; KCNH2 3.1 block: -2.1; Giardia killer: 1.5; PKM2 activator: 6.9%

Results for COc1ccc(Nc2ncnc3ccc(Br)cc23)c(OC)c1 ?
USP2a block: 0.3%; uPA generation: 4.7%; Eya2 inh: -5.7%; B2AR arrestin: -0.1%; Chronic BCR inh: inconclusive; Coupling enz: 2.8; KCNH2 WT inh: -6.2; GALK inh: 5.8%; KCNH2 3.1 block: -5.6; Giardia killer: -6.7; PKM2 activator: 0.7%

Results for Cc1ccc(CNC(=O)Cc2ccc(NC3=NC4CS(=O)(=O)CC4S3)cc2)cc1 (configuration not stated) ?
USP2a block: 1.2%; uPA generation: -3.2%; Eya2 inh: 4.9%; B2AR arrestin: -0.9%; Chronic BCR inh: 0.7%; Coupling enz: 1.2; KCNH2 WT inh: 1.1; KCNH2 3.1 block: 12.1; Giardia killer: 13.2; PKM2 activator: 20.5%

Results for CC1(C(=O)O)CCC(C(=O)Nc2cccc(F)c2)C1(C)C (configuration not stated) ?
USP2a block: 3.9%; uPA generation: 1.9%; Eya2 inh: -7.2%; B2AR arrestin: 0.1%; Chronic BCR inh: 0.8%; Coupling enz: 2.6; KCNH2 WT inh: 2.5; GALK inh: 8.9%; KCNH2 3.1 block: 1.6; Giardia killer: 0.0

How did NC(=O)CSc1nnc2ccc(-c3ccc(F)cc3)nn12 do in these assays?
USP2a block: 0.9%; uPA generation: -0.6%; Eya2 inh: 0.9%; B2AR arrestin: 0.4%; Chronic BCR inh: 2.1%; Coupling enz: 0.2; KCNH2 WT inh: 2.4; GALK inh: 0.3%; KCNH2 3.1 block: -16.3; Giardia killer: -12.1; PKM2 activator: -3.3%

Results for Cc1nnc2sc(SCc3ccc(Br)cc3)nn2c1=O ?
USP2a block: -0.6%; uPA generation: 1.4%; Eya2 inh: 9.9%; B2AR arrestin: 0.0%; Chronic BCR inh: 2.3%; Coupling enz: 3.8; KCNH2 WT inh: -9.9; GALK inh: -0.1%; KCNH2 3.1 block: -4.6; Giardia killer: -5.4; PKM2 activator: -3.3%

Results for COc1cc(OC)cc(C(=O)n2cnnc2N)c1 ?
USP2a block: 5.7%; uPA generation: 3.9%; Eya2 inh: 35.2%; B2AR arrestin: 0.4%; Chronic BCR inh: 0.4%; Coupling enz: 1.8; KCNH2 WT inh: -7.4; GALK inh: 0.7%; KCNH2 3.1 block: -4.9; Giardia killer: 4.5; PKM2 activator: -2.4%

How did COc1ccc(CN=CC2=C(O)CC(C)(C)CC2=O)cc1 do in these assays?
USP2a block: -0.6%; uPA generation: -1.8%; Eya2 inh: 27.8%; B2AR arrestin: -1.1%; Chronic BCR inh: -0.2%; Coupling enz: 2.1; KCNH2 WT inh: -5.5; GALK inh: 1.4%; KCNH2 3.1 block: -0.5; Giardia killer: 7.3; PKM2 activator: -1.5%

What do the screens show for `Cc1ccc(OC(=O)C23CC4CC(CC(C4)C2)C3)c(C)n1`?
USP2a block: 1.8%; uPA generation: -5.7%; Eya2 inh: -3.1%; B2AR arrestin: -0.2%; Chronic BCR inh: 2.5%; Coupling enz: -0.4; KCNH2 WT inh: 9.6; KCNH2 3.1 block: -4.4; Giardia killer: 4.4; PKM2 activator: 3.1%

Results for CCCCNC(=S)NC1CCCC1 ?
USP2a block: 1.2%; uPA generation: 3.8%; Eya2 inh: -1.7%; B2AR arrestin: -0.4%; Chronic BCR inh: -1.3%; Coupling enz: 7.8; KCNH2 WT inh: -0.2; GALK inh: 0.6%; KCNH2 3.1 block: -4.0; Giardia killer: 0.6; PKM2 activator: -3.0%

What do the screens show for `O=C(Nc1ccccc1)c1sc(Cl)nc1-c1ccccc1`?
USP2a block: 3.1%; uPA generation: -3.2%; Eya2 inh: -3.8%; B2AR arrestin: -1.5%; Chronic BCR inh: 4.8%; Coupling enz: 0.1; KCNH2 WT inh: -1.3; GALK inh: 3.7%; KCNH2 3.1 block: -6.5; Giardia killer: -0.2; PKM2 activator: 10.3%

Results for O=C(Cn1cnc(Cl)c1Cl)c1ccc(F)cc1 ?
USP2a block: 1.3%; uPA generation: 0.3%; Eya2 inh: 5.7%; B2AR arrestin: -0.2%; Chronic BCR inh: 0.3%; Coupling enz: -0.4; KCNH2 WT inh: inactive; GALK inh: 0.1%; KCNH2 3.1 block: 11.2; Giardia killer: -0.7; PKM2 activator: 2.9%

What do the screens show for `Cn1c(SCC(=O)Nc2ccc(N3CCOCC3)cc2)nnc1-c1ccco1`?
USP2a block: 1.8%; uPA generation: -0.9%; Eya2 inh: 0.4%; B2AR arrestin: 0.1%; Chronic BCR inh: -0.4%; Coupling enz: 2.0; KCNH2 WT inh: -2.9; GALK inh: -2.2%; KCNH2 3.1 block: 9.5; Giardia killer: -8.7

How did O=C(Nc1cc(S(=O)(=O)N2CCCCC2)ccc1Cl)C1=NN(c2ccccc2)C(=O)CC1 do in these assays?
USP2a block: 2.0%; uPA generation: 1.0%; Eya2 inh: -1.5%; B2AR arrestin: 0.2%; Chronic BCR inh: -3.0%; Coupling enz: 0.4; KCNH2 WT inh: -6.6; GALK inh: 8.4%; KCNH2 3.1 block: -10.7; Giardia killer: -0.9; PKM2 activator: 1.2%

Results for CCOc1ccc(NC(=O)CC2C(=O)N(c3ccc(OCC)cc3)C(=S)N2C2CC2)cc1 (configuration not stated) ?
USP2a block: 2.9%; uPA generation: -4.9%; Eya2 inh: 2.2%; B2AR arrestin: -0.4%; Chronic BCR inh: 0.7%; KCNH2 WT inh: -0.9; GALK inh: -5.2%; KCNH2 3.1 block: -3.9; Giardia killer: 16.6; PKM2 activator: 0.0%

What do the screens show for `COc1ccc(NC(=O)CSc2nnc(Cn3c(=O)sc4ccccc43)n2C)cc1OC`?
USP2a block: -1.3%; uPA generation: 14.5%; Eya2 inh: -0.3%; B2AR arrestin: -0.7%; Chronic BCR inh: -4.3%; Coupling enz: 1.5; KCNH2 WT inh: 3.4; GALK inh: 0.2%; KCNH2 3.1 block: 7.4; Giardia killer: 27.5; PKM2 activator: -0.3%

What do the screens show for `O=C(c1ccc(F)cc1)C(C(=O)N1CCCCC1)n1ccccc1=O` (configuration not stated)?
USP2a block: 7.8%; uPA generation: -1.0%; Eya2 inh: -2.5%; B2AR arrestin: 0.2%; Chronic BCR inh: 0.5%; Coupling enz: 1.1; KCNH2 WT inh: 8.0; GALK inh: 0.2%; KCNH2 3.1 block: 7.3; Giardia killer: 19.0; PKM2 activator: -2.5%

How did O=S(=O)(NCC(O)c1ccccc1)c1ccc(-c2ccccn2)s1 (configuration not stated) do in these assays?
USP2a block: -1.7%; uPA generation: 3.6%; Eya2 inh: 2.3%; B2AR arrestin: 0.0%; Chronic BCR inh: -16.1%; Coupling enz: -0.6; KCNH2 WT inh: 1.4; GALK inh: 0.8%; KCNH2 3.1 block: 2.8; Giardia killer: 12.2; PKM2 activator: 0.5%
